PAD4 inhibition: human PAD4 inhibitors, primary screen, biochemical, fluorescence polarization (AID 463073) | recombinant PAD4, RFA probe fluorescence polarization; active compounds read high | Protein-arginine deiminase type-4 (Homo sapiens) | 2,000 tested, 0.5% active | inhibition, % at 5 µM;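 active means inhibition above 30%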;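 further: 0% = PAD4 with DMSO and 100% = wells lacking PAD4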
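Material – recombinant PAD4 · Amount – PAD4 at 2 µM in dispensed buffer, before additions · Medium – Ca2+-containing HEPES pH 7.6, TCEP · Doses – one dose, 5 µM final · Schedule – 30 min 25 °C preincubation, 5 h 37 °C labeling · Measured by – FP, ex 525 nm, em 598 nm · Benchmarks – wells lacking PAD4 as full-inhibition control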
* hit, by the source's call. Not all compounds are listed (hit frequency here may not be typical).

SMILES	PAD4 inhibition
Cn1c(O)c(C=NCCc2c[nH]c3ccccc23)c(=O)n(C)c1=O	8.6
CC(=O)[C@H]1CC[C@H]2[C@@H]3CC[C@H]4C[C@H](O)CC[C@]4(C)[C@H]3C(=O)C[C@]12C	-0.4
O=Cc1cn(Cc2ccc(F)cc2)c2ccccc12	0.2
O=C1CSC2N1CCNC21CCCCC1 (centres undefined)	1.9
Cc1nc2ccccc2c(=O)n1-c1ccc(C(=O)O)cc1	4.8
CCn1ccnc1CN1CCCC(C(=O)c2cc(F)ccc2OC)C1 (centres undefined)	-0.1
COc1cccc(Oc2c(C)oc3cc(OC(=O)N(C)C)ccc3c2=O)c1	0.4
CN1C2CCC1CC(OC(=O)CCN1CCCC1)C2 (centres undefined)	0.7
COc1cc2c3cc1Oc1cc(ccc1O)C[C@@H]1c4c(cc(OC)c(O)c4Oc4ccc(cc4)C[C@H]3N(C)CC2)CCN1C	3.8
C[N+]1(C)CCN(c2ccccc2)CC1	-0.5

In the list so far, two contain a halogen:
SMILES	PAD4 inhibition
O=Cc1cn(Cc2ccc(F)cc2)c2ccccc12	0.2
CCn1ccnc1CN1CCCC(C(=O)c2cc(F)ccc2OC)C1 (centres undefined)	-0.1

Random excerpt: four compounds from above
SMILES	PAD4 inhibition
Cn1c(O)c(C=NCCc2c[nH]c3ccccc23)c(=O)n(C)c1=O	8.6
C[N+]1(C)CCN(c2ccccc2)CC1	-0.5
CC(=O)[C@H]1CC[C@H]2[C@@H]3CC[C@H]4C[C@H](O)CC[C@]4(C)[C@H]3C(=O)C[C@]12C	-0.4
CN1C2CCC1CC(OC(=O)CCN1CCCC1)C2 (centres undefined)	0.7

(cont.)
SMILES	PAD4 inhibition
C[C@]12CC[C@@H](O)C[C@@H]1CC[C@@H]1[C@@H]2CC[C@]2(C)[C@@H](O)CC[C@@H]12	1.6
COc1ccc(NC2=NCC(C)S2)cc1 (centres undefined)	1.9
CC12CCC3C(CC=C4CC(O)CCC43C)C1C/C(=C\c1cccc(F)c1)C2=O (centres undefined)	-3.3
O=c1[nH]c(=S)n(-c2ccccc2)c(O)c1/C=N/N1CCCCC1c1cccnc1 (centres undefined)	-0.6

Source: PubChem (The Scripps Research Institute Molecular Screening Center)
